Screening data from PubChem BioAssay.
KCNH2 3.1 block: KCNH2 3.1 (human) potassium channel inhibition; 340,000 tested, 0.95% active; U2OS KCNH2 3.1, thallium flux FluxOr; hits give low values; AID 720553; activity change, % (tested at about 1.8 µM);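 active = maximum activity change below -70%; inconclusive = maximum activity change from -70% to -50%; inactive = maximum activity change above -50%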;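 note: thallium influx rate constant from kinetic fluorescence after stimulation buffer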
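Virally transduced U2OS (3.1 isoform, 4 h infection in dark at RT) → overnight 37 C → FluxOr + Red40 in HBSS/HEPES, 45 min → stimulation buffer, 2 min kinetic read → rate constant vs DMSO controls.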
hERG WT inh: blocks the wildtype human KCNH2 potassium channel. U2OS, BacMam KCNH2, thallium flux FluxOr; hits give low values. AID 720551. 340,000 tested, 0.37% active. activity change, % at 1.84 µM;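 active = maximum activity change below -70%; inconclusive = maximum activity change between -70% and -50%; inactive = maximum activity change above -50%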
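U2OS cells transduced with wild-type KCNH2 virus are loaded with FluxOr dye for 45 min, and thallium flux is measured in kinetic reads before and after stimulation buffer. Rate constants are normalized to DMSO controls.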
uPA generation: blocks generation of uPA at the cell surface | cell surface uPA generation assay, qHTS | Potency, µM (series often up to 38.3 µM), for inactives: top-dose activity change, negative = inhibition, hits mostly inhibitors | 330,000 tested, 0.31% active | AID 540303; active = well fitted inhibition curve with a large enough effect; inconclusive = small, poorly fitted or top-dose-only effect; inactive = no such curve, though single readings can be large or run the other way; tested in mouse RAW 264.7 cells; note: potency is the fitted concentration of half-maximal effect; nearly all actives have a fitted effect of over 55% in size
PKM2 activator: increases activity of human pyruvate kinase M2. P14618. purified PKM2, Kinase-Glo ATP luminescence, activation; response scale: 0% is enzyme alone, no compound. Potency, µM (top dose mostly 57.5 µM), for the others: at the highest dose activation, actives largely listed as activators. 260,000 tested, 0.34% active. AID 1631; note: potency is the fitted concentration of half-maximal effect; nearly all actives have a fitted effect of over 55% in size
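ATP formation by purified human PK-M2, quantified via coupled luciferase luminescence after 1 h at room temperature with 0.1 mM ADP and 0.5 mM PEP final.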
B2AR arrestin: agonists driving beta-arrestin recruitment to human beta2-adrenergic receptor. P07550. beta-arrestin recruitment to beta2AR, cell-based reporter. Potency, µM (top dose mostly 46.1 µM), for inactives: top-dose activation, hits mostly activators. 330,000 tested, 0.02% active. AID 492947;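 note: potency is the fitted concentration of half-maximal effect; 0% = DMSO controls and full agonism = EC100 isoproterenol or metaproterenol; nearly all actives have a fitted effect of over 65% in size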
Target sequence (P07550 whole entry, looked up): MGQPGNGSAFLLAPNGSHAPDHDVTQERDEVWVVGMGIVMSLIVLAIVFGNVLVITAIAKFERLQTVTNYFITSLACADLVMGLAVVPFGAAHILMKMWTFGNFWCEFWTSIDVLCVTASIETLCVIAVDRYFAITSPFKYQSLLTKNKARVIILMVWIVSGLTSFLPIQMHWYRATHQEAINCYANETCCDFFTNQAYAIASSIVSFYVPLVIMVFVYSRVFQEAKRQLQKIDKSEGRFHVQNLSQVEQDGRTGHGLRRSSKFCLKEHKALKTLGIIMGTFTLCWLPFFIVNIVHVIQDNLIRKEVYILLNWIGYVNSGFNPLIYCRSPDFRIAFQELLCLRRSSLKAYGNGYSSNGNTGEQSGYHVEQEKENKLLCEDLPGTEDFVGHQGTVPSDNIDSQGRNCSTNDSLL
Giardia killer: Giardia lamblia killing; Giardia lamblia trophozoite viability; activity change, % at 7.66 µM, hits read low; 340,000 tested, 0.15% active; AID 540267; in the data active = activity change below about -80%; inconclusive = between about -30% and that limit;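 note: parasites exposed to compound for two days anaerobically before the ATP read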
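Compounds were tested on trophozoites seeded at 100 cells/well and held 48 hrs at 37 deg C anaerobically. An ATP-based luminescent kit measured the remaining live cells.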
BCR signal inh: inhibitors of chronic active B-cell receptor signaling; ABC-DLBCL IkBa-CBG/CBR reporter, luminescence ratio, 4 h; Potency, µM (top dose mostly 46.1 µM), inactives show top-dose ratio change, negative = lower green/red ratio, most hits filed as inhibitors; 340,000 tested, 0.05% active; active = well fitted inhibition curve with a large enough effect in the signal ratio, with a control signal flat, not every such curve was filed as active; inconclusive = small, poorly fitted or top-dose-only effect, or effect the other way, or a change in a side signal; the % refers to the signal ratio;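 note: potency is the fitted concentration of half-maximal effect; plate controls were basal doxycycline-induced cells for no effect and cells given 10 µM MG132 for full effect; MG132 reads +100%, hits lower the ratio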
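Concentration-response series (up to 46 uM) were applied to TMD8 dual-reporter cells for 4 h at 37C with doxycycline. Green/red ratio, after filter-overlap correction, defined %Activity; red signal alone was normalised to basal cells and zero luminescence.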
USP2a block: blocks human ubiquitin-specific protease USP2a | USP2 core, Ub-CHOP2 coupled fluorogenic reporter, 485/531 | Potency, µM (doses to about 38.3 µM), for inactives: top-dose activity change, negative = inhibition, most hits filed as inhibitors | 330,000 tested, 0.01% active;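 note: potency is the fitted concentration of half-maximal effect; plate controls were DMSO wells for no effect and full inhibition by NEM control for full effect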
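Deubiquitinase activity read as fluorescence (485/531 nm) after Ub-CHOP2 cleavage activates the enterokinase reporter on its substrate; USP2 core 10nM, Ub-CHOP2 and substrate 25nM each, 30min compound preincubation then 60min RT; data normalized to NEM, curves fitted.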
Eya2 phos inh: blocks the phosphatase activity of human Eya2. O00167. recombinant Eya2, OMFP fluorescence dephosphorylation (OMFP is methylfluorescein phosphate). Potency, µM (doses to about 76.9 µM), for the others: top-dose activity, negative = inhibition, actives largely listed as inhibitors. 330,000 tested, 0.006% active; note: potency is the fitted concentration of half-maximal effect
Target sequence (O00167 whole entry, looked up): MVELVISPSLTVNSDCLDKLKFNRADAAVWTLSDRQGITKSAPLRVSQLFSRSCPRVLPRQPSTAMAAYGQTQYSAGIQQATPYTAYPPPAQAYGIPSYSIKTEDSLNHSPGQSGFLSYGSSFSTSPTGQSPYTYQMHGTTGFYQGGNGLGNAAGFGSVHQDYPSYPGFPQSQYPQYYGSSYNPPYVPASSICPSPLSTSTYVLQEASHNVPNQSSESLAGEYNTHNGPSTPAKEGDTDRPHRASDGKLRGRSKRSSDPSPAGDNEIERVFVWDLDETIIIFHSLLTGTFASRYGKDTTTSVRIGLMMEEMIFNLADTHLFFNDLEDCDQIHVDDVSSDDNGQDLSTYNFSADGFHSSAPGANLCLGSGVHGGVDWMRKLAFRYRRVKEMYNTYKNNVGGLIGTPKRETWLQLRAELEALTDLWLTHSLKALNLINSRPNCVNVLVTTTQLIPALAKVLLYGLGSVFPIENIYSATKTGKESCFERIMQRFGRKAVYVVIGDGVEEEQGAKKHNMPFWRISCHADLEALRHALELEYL
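Eya2 protein (added as 0.2 uM solution) was preincubated with compound for 10 min at ambient temperature in 50 mM HEPES pH 7.5, 50 mM NaCl, 5 uM MgCl2, 0.05% BSA, 1 mM DTT. OMFP (added at 50 uM) then reacted 10 min; fluorescence read at 485/525 nm.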
GALK inh: galactokinase (human) inhibition; Potency, µM (top dose mostly 57.5 µM), without a hit: at the highest dose activity change, negative = inhibition, most hits filed as inhibitors; Purified GALK, Kinase-Glo residual ATP luminescence; P51570; 270,000 tested, 0.007% active; note: potency is the fitted concentration of half-maximal effect
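Kinase-Glo Plus luminescence measured ATP left after a 1 h room-temperature reaction. The reaction used 5 nM GALK, 100 uM galactose and 35 uM ATP at pH 8.0 (20 mM HEPES, 5 mM MgCl2, 60 mM NaCl, 1 mM DTT, 0.01% BSA).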
FBPA coupling cs: inhibits coupling enzyme system, counter-screen for aldolase hits; 290,000 tested, 0.67% active; coupling enzyme system counterscreen, AmpLite Red fluorescence; activity change, negative = inhibition, % at 58.2 µM, hits read low; in the data active = activity change below about -30%
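First, compound is pin-transferred into glyceraldehyde-3-phosphate coupling-enzyme reagent at 57.5 uM final and held 10 min at RT. Next, substrate, coupling system and AmpLite Red are added. After 20 min RT, fluorescence (525/598 nm) is read.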
Starred values were filed as active, the others as inactive; ? = inconclusive; . = no result given; [ ] = another dose, or the depositor's remark. Unless noted, calls come from the whole dose curve; as a rule, active = well fitted curve in the direction sought with a large enough effect; inconclusive = small, poorly fitted or top-dose-only effect, or another doubt; inactive = no such curve, though single readings can be large; an effect the other way counts as inactive or inconclusive. Unless noted, % is set by controls: 0 for no effect and ±100 for the full control effect.

No.	SMILES	KCNH2 3.1 block	hERG WT inh	uPA generation	PKM2 activator	B2AR arrestin	Giardia killer
1	CCOC(=O)Nc1ccc2c(c1)nc1n2CCN(CCOC)C1	-18	4	2%	.	9.4%	-2
2	O=S(=O)(c1ccc(NC(=S)NCCC(c2ccccc2)c2ccccc2)cc1)N1CCOCC1	2	48	-19%	-4%	0.2%	8
3	CC1(C)O[C@@H]2[C@H](O1)[C@@H](CO)O[C@H]2n1cc(Br)c(=O)[nH]c1=O	7	3	19%	.	-0.2%	-7
4	COc1cc(OC)cc(C(=O)OC/C(O)=C(\C#N)c2nc3ccccc3[nH]2)c1	-16	3	6%	11%	-0.5%	-11
5	CCOC(=O)c1sc(=S)n(C)c1NC(=O)c1ccccc1	-12	5	1%	-17%	-0.1%	3
6	COc1ccc2nc(-c3ccccc3)cc(C(=O)OCC(=O)N3CCCCC3)c2c1	24	-5	5%	.	-0.2%	-10
7	CCCCC(=O)N1CCN(c2nc3ccc(F)cc3s2)CC1	-24	12	-30%	.	-0.5%	4
8	COc1ccccc1C1SCCN1C(=O)c1ccc([N+](=O)[O-])cc1 (configuration not stated)	-12	2	-1%	6%	-0.4%	-12
9	Cc1cc(C)c2c(=O)n(CC(=O)Nc3cccc(F)c3)sc2n1	0	.	?	16%	3.9%	-16
10	COc1ccccc1NC(=O)N1CCCC1C(=O)Nc1ccc2c(c1)OCO2 (configuration not stated)	18	-6	1%	-1%	-0.5%	-17

No.	BCR signal inh	USP2a block	Eya2 phos inh	GALK inh	FBPA coupling cs
1	-1%	0%	1%	.	0
2	-1%	-11%	2%	-3%	-4
3	?	3%	-13%	.	.
4	1%	2%	-2%	1%	2
5	4%	4%	-8%	1%	5
6	0%	0%	21%	.	.
7	-1%	-2%	0%	1%	.
8	0%	-3%	1%	1%	2
9	?	0%	-1%	-1%	2
10	0%	-1%	-3%	0%	1

Later entries
No.	SMILES	KCNH2 3.1 block	hERG WT inh	uPA generation	PKM2 activator	B2AR arrestin	Giardia killer
11	Nc1cc(=O)[nH]c(SCC(=O)Nc2ncc(C(F)(F)F)cc2Cl)n1	17	-1	4%	-3%	-0.1%	-18
12	C[C@H](CO)N1C[C@H](C)[C@@H](CN(C)C(=O)Nc2ccccc2)Oc2ccc(NC(=O)C3CCCCC3)cc2C1=O	25	1	11%	.	-0.2%	14
13	COc1ccc(NC(=O)CCC(=O)N2CCN(S(=O)(=O)c3ccc(C)cc3)CC2)c(OC)c1	0	0	6%	.	-0.3%	-19
14	CC(C)CCNc1nc(N2CCCC2)c2c(c1C#N)CCN(C)C2	4	0	0%	6%	-0.4%	9
15	COc1cccc(/C=N/NC(=O)CCNc2n[nH]c(=O)[nH]c2=O)c1OC	-7	-3	-1%	0%	-0.1%	-12
16	O=C(Nc1ccc(N2CCOCC2)c(Cl)c1)c1ccc(S(=O)(=O)N2CCOCC2)cc1	-3	0	-19%	0%	0.2%	1
17	CCCCCCCC(=O)NNC(=O)CCC(=O)O	-3	-13	-9%	-1%	-0.6%	4
18	Cc1cccc(OC(C)C(=O)NCc2ccc(S(N)(=O)=O)cc2)c1 (configuration not stated)	6	-14	12%	0%	-0.1%	-3
19	COc1cc(OC)cc(C(=O)NCC(=O)OCC(=O)NCc2ccco2)c1	-4	-8	1%	.	-0.3%	-3
20	O=C(NCc1ccccn1)C(=O)Nc1nc(C23CC4CC(CC(C4)C2)C3)cs1	7	-7	?	-2%	-0.2%	-17

No.	BCR signal inh	USP2a block	Eya2 phos inh	GALK inh	FBPA coupling cs
11	-1%	1%	17%	1%	0
12	?	2%	5%	.	.
13	-1%	3%	-14%	.	.
14	-1%	0%	2%	4%	-25
15	-11%	11%	-2%	-2%	0
16	-7%	-1%	0%	0%	-3
17	?	1%	9%	0%	4
18	5%	2%	-2%	1%	1
19	?	3%	2%	.	.
20	10%	3%	5%	-2%	1

Continuation:
No.	SMILES	KCNH2 3.1 block	hERG WT inh	uPA generation	PKM2 activator	B2AR arrestin	Giardia killer
21	COc1ccc(S(=O)(=O)Nc2noc3ccccc23)cc1	-1	2	0%	.	0.3%	-20
22	O=C(c1cc2ccccc2oc1=O)N(Cc1ccco1)Cc1cccs1	28	3	.	-7%	0.3%	-4
23	CC(C)OCC1CO1 (configuration not stated)	12	4	-6%	.	0.3%	20
24	COc1ccc(S(=O)(=O)N2CCNCC2)cc1OC	-2	4	6%	1%	-0.8%	-14
25	CC(C)Cc1nnc(NC(=O)c2ccc([N+](=O)[O-])cc2)s1	9	-4	3%	24%	0.0%	6
26	COc1ccc(S(=O)(=O)O/N=C2\CCSc3ccc(C)cc32)cc1	-5	-4	-4%	8%	0.0%	6
27	C=C(C)Cn1c(Sc2nnc(C)s2)nc2c1c(=O)[nH]c(=O)n2C	-12	-15	-4%	0%	0.2%	-11
28	O=C(NCc1nnc(SCC(=O)N2CCCCC2)o1)c1c(F)cccc1F	7	10	7%	-2%	-1.0%	-28
29	CCOC(=O)Cn1c(=O)oc2cc(S(=O)(=O)Nc3cccc(C)c3)ccc21	2	15	12%	?	-0.4%	-13
30	CCOc1c(Br)cc(Br)cc1/C=C1\SC(N)=NC1=O	-3	-5	5%	0%[11.5 µM]	-0.4%	8

No.	BCR signal inh	USP2a block	Eya2 phos inh	GALK inh	FBPA coupling cs
21	3%	4%	18%	-1%	4
22	9%	-1%	4%	1%	3
23	-5%	0%	0%	.	.
24	4%	-1%	-2%	9%	1
25	?	1%	5%	-1%	-3
26	9%	-2%	-12%	1%	4
27	-8%	5%	-4%	2%	-2
28	0%	2%	2%	-3%	0
29	?	-1%	5%	1%	1
30	-2%	1%	5%	-2%	-4

The closing 4 compounds of the section before come first, to join the parts.
No.	SMILES	KCNH2 3.1 block	hERG WT inh	uPA generation	PKM2 activator	B2AR arrestin	Giardia killer
27	C=C(C)Cn1c(Sc2nnc(C)s2)nc2c1c(=O)[nH]c(=O)n2C	-12	-15	-4%	0%	0.2%	-11
28	O=C(NCc1nnc(SCC(=O)N2CCCCC2)o1)c1c(F)cccc1F	7	10	7%	-2%	-1.0%	-28
29	CCOC(=O)Cn1c(=O)oc2cc(S(=O)(=O)Nc3cccc(C)c3)ccc21	2	15	12%	?	-0.4%	-13
30	CCOc1c(Br)cc(Br)cc1/C=C1\SC(N)=NC1=O	-3	-5	5%	0%[11.5 µM]	-0.4%	8
31	CCOc1ccc(N=C(NN)c2ccc3ccccc3n2)cc1	-39	-1	-3%	-9%	-0.8%	12
32	CS(=O)(=O)N(CC(=O)N1CCCC1)c1ccc(Cl)c(Cl)c1	0	-9	-6%	4%	-0.1%	-7
33	Nc1ncnc2c1ncn2[C@@H]1O[C@H](CNS(=O)(=O)c2cc3ccccc3s2)[C@@H](O)[C@H]1O	8	2	14%	.	-0.9%	0
34	CC(NC(=O)c1ccccc1F)c1nnc(SCC(=O)Nc2nccs2)n1C (configuration not stated)	4	1	-1%	-5%	0.0%	4
35	COc1cc(C(=O)OCC(=O)c2cc(C)n(CC3CCCO3)c2C)cc(OC)c1C (configuration not stated)	?	-2	?	.	-0.3%	-10
36	CCNC(=S)N1CCc2ccccc2C1	17	4	-2%	-2%	-0.4%	-10
37	Cc1nc2ccccc2c(=O)n1/N=C/c1ccc(C(C)C)cc1	5	-2	-4%	.	-1.1%	32[activator]
38	CC(C)(C)NC(=O)C(c1ccccn1)N(C(=O)C1CSC(=O)C1)c1cccc(F)c1 (configuration not stated)	16	8	3%	3%	-0.2%	-11
39	O=C(NCC(c1ccco1)N1CCN(c2ccccc2F)CC1)C(=O)NC1CCCCC1 (configuration not stated)	-6	-4	3%	.	0.3%	4
40	CCN(CC)S(=O)(=O)c1ccc(-c2ccc(S(=O)(=O)N(CC)CC)cc2)cc1	-6	2	-2%	5%	0.3%	-9
41	Cc1ccc(O)c(Nc2ncnc3ccc([N+](=O)[O-])cc23)c1	-5	5	13%	-4%	-0.1%	-4

No.	BCR signal inh	USP2a block	Eya2 phos inh	GALK inh	FBPA coupling cs
27	-8%	5%	-4%	2%	-2
28	0%	2%	2%	-3%	0
29	?	-1%	5%	1%	1
30	-2%	1%	5%	-2%	-4
31	0%	1%	5%	1%	-11
32	?	1%	17%	-1%	-1
33	?	-4%	1%	.	.
34	3%	1%	-4%	0%	-1
35	-4%	4%	5%	.	.
36	4%	7%	0%	2%	3
37	6%	-2%	-2%	.	0
38	-1%	-1%	6%	5%	-1
39	-15%	1%	5%	.	.
40	1%	-1%	-10%	-1%	0
41	8%	-9%	-6%	-1%	0
